From PubChem
Mtb RmlCD inh: blocks M. tuberculosis RmlC and RmlD coupled enzymes. inhibition, % at 3.6 µM. P9WH09+P9WH11. RmlC+RmlD coupled enzyme assay, percent inhibition; primary screen in compound mixtures. hit rate 0.03% among 160,000. AID 1533; in the data active = inhibition mostly above about 34%, no sharp cut-off; note: some results filed as inactive read as strong as hits
Target sequence (P9WH09 whole entry, looked up): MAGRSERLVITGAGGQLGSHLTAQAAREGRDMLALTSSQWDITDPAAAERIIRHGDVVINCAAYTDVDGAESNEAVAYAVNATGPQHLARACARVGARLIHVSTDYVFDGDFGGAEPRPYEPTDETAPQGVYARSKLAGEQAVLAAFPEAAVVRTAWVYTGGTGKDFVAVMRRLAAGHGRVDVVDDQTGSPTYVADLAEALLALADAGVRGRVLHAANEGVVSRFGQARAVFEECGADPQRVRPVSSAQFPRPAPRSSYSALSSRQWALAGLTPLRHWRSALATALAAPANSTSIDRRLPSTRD
Target sequence (P9WH11 whole entry, looked up): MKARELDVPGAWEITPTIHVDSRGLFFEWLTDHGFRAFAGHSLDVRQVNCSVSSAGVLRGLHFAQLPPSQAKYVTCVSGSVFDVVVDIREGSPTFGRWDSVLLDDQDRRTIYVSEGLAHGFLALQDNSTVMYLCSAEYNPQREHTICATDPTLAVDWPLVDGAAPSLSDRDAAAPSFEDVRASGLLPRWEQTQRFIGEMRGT
GlmU inhibition: inhibition of mycobacterial GlmU enzyme – biochemical, glucosamine-1-phosphate acetyltransferase (AID 1376); M. tuberculosis GlmU acetyltransferase enzyme assay; higher % means a stronger effect; inhibition, %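 (tested at 30 µM in the primary screen)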; hits with a dose series show IC50 in µM; hit rate 0.25% among 220,000; in the data active = inhibition above about 13%;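 note: 0% = complete reaction with vehicle and 100% = reaction without substrate; strong numbers were not always called active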
Numbers without * were called inactive; nt = no result given. Not all compounds are listed; count on the stated rates, not on these rows.

Values run as follows: Mtb RmlCD inh, GlmU inhibition
- COc1ccccc1C(=O)NC(C)c1nc2ccccc2[nH]1 (stereo unspecified)
 : nt, 4.8%
- CN(CCc1ccccn1)C1CC(=O)N(c2ccc(Cl)cc2)C1=O (stereo unspecified)
 : nt, 0.9%
- CCC(=NCCOc1ccc(Cl)cc1)c1c(O)n(C)c(=O)n(C)c1=O
 : 6.6, nt
- O=C(Nc1ccccc1C(=O)N1CCN(Cc2ccccc2)CC1)c1ccccn1
 : -7.5, 0.9%
- CC(C)[C@@H]1NC(=O)N(c2ccc(Oc3ccccc3)cc2)C1=O
 : 5.1, 0.1%
- CCOC(=O)NC(=O)C(=CNc1cccc(OC)c1)C(=O)NC(=O)OCC
 : 4.8, 0.8%
- CS(=O)(=O)NCc1ccc(C(=O)O)cc1
 : -5.8, -3.2%
- CN(CC(=O)Nc1ccc(F)cc1)CC(=O)Nc1ccc(F)c(F)c1F
 : -2.3, -2.8%
- COc1cc(NC(=O)c2ccco2)c(OC)cc1NC(=O)CSc1ncc(-c2ccc(F)cc2)[nH]1
 : 7.6, -3.0%
- Cc1noc(C)c1COc1ccc(CC(=O)NCCc2ccccc2)cc1
 : nt, 1.1%
- O=C(NNC1=NCCC1)c1cccc(S(=O)(=O)N2CCCCC2)c1
 : 65.7, 2.1%
- O=C(O)C1CCCCC1C(=O)NCc1ccc(F)cc1 (stereo unspecified)
 : 9.5, 4.3%
- COc1cccc(NC(=O)CN(C)CC(=O)Nc2ccccc2-c2ccccc2)c1
 : -9.0, -3.2%
- CC1(C)CC(=O)C(C=NCC2CCN(C(=S)Nc3cccc(Cl)c3)CC2)=C(O)C1
 : -7.6, 2.2%
- O=C(CCN1CCOCC1)Nc1ccc2c(c1)N(C(=O)CN1CCOCC1)c1ccccc1CC2
 : -6.9, -6.3%
- CCOC(=O)C(O)(CC(=O)Nc1ccc(Cl)cc1Cl)C(F)(F)F (stereo unspecified)
 : 5.9, -6.8%
- CCCCOC(=O)c1ccc(NC(=O)c2nn(C)cc2Br)cc1
 : nt, -4.2%
- CC(C)C(=O)Nc1ccc(C(=O)NNC(=O)c2ccco2)cc1
 : nt, 0.7%
- O=C(Cn1ncc2c1-c1ccccc1OC2)N1CCN(Cc2ccccc2)CC1
 : nt, -3.9%
- Cc1nn(-c2ccccc2)cc1/C=N/NS(=O)(=O)c1ccccc1
 : -8.1, -5.2%
- COc1ccc(C(=O)Nc2sc(C(=O)N(C)C)c(C)c2C#N)cc1[N+](=O)[O-]
 : -11.8, 2.9%
- O=C1CC(c2ccc(F)cc2)Cc2nc(NCc3ccco3)ncc21 (stereo unspecified)
 : nt, 1.0%
- O=c1cc([O-])[n+]2c3n1CCCN3CCC2
 : 2.8, 3.5%
- O=C1N=c2ccccc2=C1c1sc(NS(=O)(=O)c2ccccc2)nc1O
 : -12.2, 13.8%*
- COC(=O)c1ccc(/C=N/Nc2nc(-c3ccc(C)cc3)cs2)cc1
 : -5.1, -1.1%
- CCOC(=O)Cc1nn2c(=O)cc(C)nc2s1
 : nt, -2.2%
- C[N+]1(C)CCCC(OC(=O)C(O)(c2ccccc2)c2ccccc2)C1 (stereo unspecified)
 : nt, -0.4%
- C=CCN(c1ccc(OC)cc1)S(=O)(=O)c1ccc(Cl)c(C(=O)OCC(=O)NC2CC2)c1
 : 26.4, -1.4%
- Clc1ccc(CSc2nnc(/C=C/c3ccccc3)o2)c(Cl)c1
 : -6.6, 0.1%
- CCC1(CC)C(=O)NC(=NCCc2c[nH]c3ccccc23)NC1=O
 : 6.6, 3.0%
- COc1cc(/C=C2\N=C3CCCCCN3C2=O)ccc1O
 : -6.4, 3.9%
- COc1ccc(/C=C(\C#N)C(=O)OCC(=O)NCc2ccc(Cl)cc2)cc1
 : -0.5, -6.5%
- CN(C)/C=C(/C(=O)c1ccccc1)n1cncn1
 : nt, 6.0%
- O=C(Nc1ccccc1)N(C1=NCCCCS1)c1cccc2ccccc12
 : nt, -3.8%
- CCc1ccc(Nc2ncccc2C#N)cc1
 : -3.8, nt
- O=C(/C=C/c1ccco1)NC(=S)Nc1cccc(-c2nc3ccccc3o2)c1
 : -8.3, 1.0%
- COc1cccc(/C=N/n2cnnc2)c1OCc1ccccc1
 : nt, 2.0%
- CC(C)(C)c1ccc(NC(=O)COC(=O)c2ccc(NS(=O)(=O)c3ccc(F)c(F)c3)cc2)cc1
 : -9.0, -2.9%
- Cc1ccccc1NC(=O)C1CC(=O)OC12CCOC(C)(C)C2 (stereo unspecified)
 : 5.0, -1.3%
- Cc1oc(C(C)(C)C)cc1C(=O)NC(Cc1ccccc1)C(=O)O (stereo unspecified)
 : -11.0, 1.3%
- Nc1nc(-c2c[nH]c3ccccc23)cs1
 : 28.2, 2.3%
- CC(=O)OC1CCC2(C)C(CCC3C2CC(OC(C)=O)C2(C)C3C[C@@H]3O[C@]4(CC[C@@H](C)CO4)[C@@H](C)C32)C1 (stereo partly specified)
 : nt, 3.6%
- C=CCn1c(C)cc(C(=O)CN2NS(=O)(=O)c3ccccc3C2=O)c1C
 : 4.1, 0.7%
- O=C(O)c1cccc2c1C(=O)c1ccccc1-2
 : -6.1, 3.4%
- CC(C)N(Cc1nc(-c2ccc(Cl)cc2)no1)C(=O)C12CC3CC(CC(C3)C1)C2
 : 0.4, -3.2%
- COc1cccc(-c2nc(CS(=O)(=O)CC(=O)Nc3cccc(C)c3C)c(C)o2)c1
 : -8.0, 0.8%
- COc1cc(-n2c(=O)c3ccccc3n(Cc3cccc(F)c3)c2=O)cc(OC)c1OC
 : -4.5, -1.6%
- O=C(Nc1nc(=O)n(C(=O)c2cccc(C(F)(F)F)c2)s1)c1ccccc1
 : 1.7, 6.2%
- C/C(CCc1ccco1)=N/NC(=O)CCC(=O)Nc1cccc(Cl)c1
 : 2.3, nt
- Cc1nc(NC(=O)c2cccs2)ccc1Br
 : nt, -8.0%
- O=[N+]([O-])c1cnn(-c2nc(-c3cccs3)cc(C(F)(F)F)n2)c1
 : -2.5, 1.5%
- Cc1ccc(C)c(NC(=S)N(Cc2ccc(Cl)cc2)Cc2ccc(C(=O)O)cc2)c1
 : nt, 5.4%
- ON=C1/C(=N\O)CC2(C/C1=N/O)OCCO2
 : 15.3, 2.3%
- CC(C)NC(=S)Nc1ccc2cn[nH]c2c1
 : nt, 0.4%
- CC(C)N(C=O)C1(C(=O)NC2CCCCC2)CCCCC1
 : 10.4, 4.0%
- Cc1cc([N+](=O)[O-])nn1Cc1ccc(C(=O)N/N=C/c2ccccc2)cc1
 : 5.7, 1.4%
- CCCC(NS(=O)(=O)c1ccc(Br)cc1)C(=O)O (stereo unspecified)
 : 19.1, -4.5%
- CCN(CC)C(=O)C1CC(=O)OC12CCCCC2 (stereo unspecified)
 : -9.7, 1.4%
- COc1cc2c(cc1OC)C(c1ccccc1N)=NCC2
 : 12.7, -1.5%
- NC(=O)C1CCN(C(=O)CCSc2ccc(Cl)cc2)CC1
 : -9.3, -0.4%

The listing continues:
Values run as follows: Mtb RmlCD inh, GlmU inhibition
- CC(=O)Oc1ccc2ccccc2c1C(NC(=O)Cc1ccccc1)c1ccccc1Cl (stereo unspecified)
 : 19.4, -1.2%
- CCOC(=O)c1c(-c2ccc(OC)cc2)csc1NC(=O)CNCc1ccco1
 : nt, 2.2%
- S=c1[nH]nc(-c2ccc(Cl)cc2Cl)n1Cc1ccccc1
 : nt, 0.0%
- c1ccc2c(c1)CCN(c1nc3cc4c(cc3s1)OCCO4)C2
 : -4.5, 2.2%
- Nc1ccccc1C(=O)N/N=C1\C2CN3CCN(C2)CC1(c1ccccc1)C3
 : nt, -1.9%
- Cc1ccc(SCCN2C(=O)NC(C)(C)C2=O)cc1
 : 4.9, -0.9%
- COc1ccc(NC(=S)NNC(=O)c2ccccc2OC(F)F)cc1
 : 8.8, -4.6%
- CCn1c(SCC(=O)N2CCCC2)nc2c1c(=O)n(C)c(=O)n2C
 : -1.6, 3.8%
- O=S(=O)(N/N=C/c1cccnc1)c1ccc(Cl)c(Cl)c1
 : -15.2, 1.5%
- Cc1nc(-c2ccccc2)nc2[nH]ccc(=O)c12
 : nt, -7.0%
- COC(=O)Cc1ccc(N(Cc2ccccc2F)S(=O)(=O)c2ccc(Cl)cc2)cc1
 : nt, 3.8%
- Cc1ccc(CNC(=O)CCCOc2cc(=O)n(C)c3ccccc23)o1
 : 19.6, 3.5%
- CC(NC(=O)C1CC=CCC1C(=O)O)C1CC2CCC1C2 (stereo unspecified)
 : -6.2, 5.0%
- O=C(c1cccs1)C1CN2CCC1CC2 (stereo unspecified)
 : 7.4, -3.8%
- CCN(CC)c1c([N+](=O)[O-])c(=O)n(C)c2ccccc12
 : -8.4, -2.3%
- O=C(CSc1nc2c(cnn2-c2ccccc2)c(=O)[nH]1)N1CCOCC1
 : -7.8, 4.2%
- c1ccc(N2CCN(Cc3cnc(N4CCOCC4)s3)CC2)cc1
 : 3.0, -4.0%
- CC(C)NC(=O)c1n[nH]c(=O)c2ccccc12
 : nt, -5.9%
- CN1C2CCC1CC(OC(c1ccccc1)c1ccccc1N)C2 (stereo unspecified)
 : nt, -5.1%
- Cc1[nH][nH]c(=O)c1C(c1ccc(-c2ccc(C(=O)O)cc2)o1)c1c(C)[nH][nH]c1=O
 : -2.7, 0.9%
- CC(C)(C)c1cccc(C2(O)C(=O)c3ccccc3C2=O)c1O
 : nt, -1.8%
- O=C(COc1cccnc1[N+](=O)[O-])N1CCc2ccccc2C1
 : nt, -1.2%
- Cc1cnc(C(=O)OCC(=O)Nc2cccc(Cl)c2)cn1
 : -11.3, 9.0%
- COc1ccc(/C=C/C(=O)N2CCCC2)cc1OC
 : -5.5, -2.8%
- COC(=O)c1ccc(C2NC(=O)NC(C)=C2C(=O)N(C)C)cc1 (stereo unspecified)
 : nt, -2.8%
- CC1(C)CC(=O)c2sc(NC(=O)C(C)(C)C)nc2C1
 : nt, 0.5%
- CCOC(=O)c1c(NC(=O)CN2C(=O)NC(C)(c3ccc(Cl)cc3)C2=O)sc(C(=O)NC)c1C (stereo unspecified)
 : nt, 1.1%
- O=C(CSCC(=O)OCn1nnc2ccccc2c1=O)Nc1ccc(Cl)cc1
 : 11.4, -3.1%
- Cc1ccc(C(C2=C(O)CC(C)(C)CC2=O)C2C(=O)CC(C)(C)CC2=O)s1 (stereo unspecified)
 : -6.3, 1.6%
- COc1cccc2c(SCC(=O)N/N=C/c3ccc(O)cc3O)cc(C)nc12
 : 5.2, 2.7%
- Cc1cc(C)n2nc(C(=O)NNC(=O)c3ccc(Cl)cc3)nc2n1
 : -0.5, -2.0%
- O=C(NNc1ccccc1F)c1ccccc1
 : 5.0, -6.7%
- COc1ccccc1N1CCN(C(=O)c2ccc(Br)s2)CC1
 : -0.7, 1.0%
- Cc1cccc(CN2CCN(CC(=O)NCCCN3CCN(c4ccc(F)cc4)CC3)C2=O)c1
 : nt, -0.8%
- O=C(N/N=C/c1ccc(Cl)cc1)Nc1ccccc1
 : nt, 0.3%
- O=C(c1ccc(N2CCCCC2)c([N+](=O)[O-])c1)N1CCC2(CC1)OCCO2
 : -10.8, 1.3%
- O=C(/C=C/c1cccs1)Nc1ccc(N2CCOCC2)c(S(=O)(=O)Nc2cc(Cl)ccc2Cl)c1
 : -12.1, 2.4%
- COC(=O)C1=C(C)N(C)C(C)=C(C(=O)OC)C1c1ccc(Cl)cc1
 : 9.9, 2.8%
- CCC(C)(C(=O)NC1CCCC1)N(C)C(=O)c1ccccn1 (stereo unspecified)
 : 8.3, -5.1%
- COc1cc(-n2nnnc2SCC(=O)N2CCN(c3ccc(F)cc3)CC2)c(OC)cc1Cl
 : 6.0, -3.6%
- CCOC(=O)C1(C)Oc2ccc(S(=O)(=O)CC)cc2NC1=O (stereo unspecified)
 : nt, -2.2%
- CNC(=O)CSc1nnc(-c2ccccc2)n1C
 : 5.1, -0.1%
- CCn1c(CCNC(=O)c2ccc(OC)cc2)nnc1SCC(=O)Nc1ccccc1F
 : -6.4, -3.4%
- O=C(N/C(=C\c1cccnc1)c1nc2ccccc2[nH]1)c1cccc(Br)c1
 : 4.5, 5.9%
- CSCC[C@H](NC(=O)OC(C)(C)C)C(=O)N/N=C/c1cccc2cccnc12
 : 9.8, -5.0%
- Clc1ccc(-c2cc(COc3ccc4ccccc4c3)no2)cc1
 : -3.7, nt
- CCCCOCCCNC(=O)Cc1ccccc1OC
 : nt, -0.7%
- CCOc1ccc2nc(NCCNC(=O)Nc3ccccc3)c(C#N)cc2c1
 : -5.8, 1.7%
- CCS(=O)(=O)N1Cc2ccccc2CC1C(=O)Nc1nc2ccccc2s1 (stereo unspecified)
 : 5.3, -1.2%
- N#Cc1c(-c2ccc(Cl)cc2)ccn2nc(C3CCCCC3)nc12
 : nt, 3.4%
- CCN(CC)c1ccc(NS(=O)(=O)c2ccc3c(c2)oc(=O)n3C)c(C)c1
 : 10.4, 1.8%
- CCOc1ccc(CC(=NCCO)C2=C(O)CC(C)(C)CC2=O)cc1OCC
 : -9.8, 7.6%
